Screens: PubChem BioAssay, several laboratories
ZTA DNA inh: counter-screen for EBNA-1 inhibitors: inhibitors of Epstein-Barr virus ZTA; P03206; ZTA-DNA binding, fluorescence polarization; inhibition, % at 11 µM; 0.15% of 320,000 active; in the data active means inhibition above about 33%
Efflux pump inh: inhibitors of Candida efflux pumps in yeast, primary screen, S. cerevisiae, Nile Red, multiplex; S. cerevisiae Candida pump triplex; AID 485275, 2010; 0.44% of 330,000 active; inhibition, % at 10 µM;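 active means plate passing quality check with inhibition over a set limit, or well fluorescence over plate mean plus 4 SD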;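 further: Nile Red retained in pooled yeast measured as flow cytometry median fluorescence; 0% = buffer negative control and 100% = Enniatin B positive control; higher means more Nile Red kept so more efflux inhibition; some compounds called inactive have numbers as strong as hits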
CR mimetic SO: reduction of superoxide in aged yeast, primary screen, HTS. superoxide response (% of plate mean), % at 10 µM. 0.18% of 330,000 active. S. cerevisiae aged cells, superoxide DHE fluorescence; active compounds read low;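 active means superoxide response under a set limit, about three screen SD below normal, cut at about 65% in these data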;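 further: yeast aged for seven days with compound at 30 °C before DHE staining; 100% = average MFI of all compound-treated wells on the plate with controls excluded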
MEX-5 binding: MEX-5 zinc finger RNA-binding disruptors – biochemical, C. elegans, fluorescence polarization, MLPCN library, primary screen. Zinc finger protein mex-5 (Caenorhabditis elegans), Q9XUB2. MEX-5/FITC-TCR2 RNA binding; active compounds read low. activity score (negative = inhibition of binding), % at 10 µM. 0.38% of 300,000 active;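 active means inhibition past about -25% in most replicates, and total fluorescence under double the plate's negative control median, limit read from the data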;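 further: 0% = DMSO and -100% = 5 µM competing unlabeled TCR2 RNA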
Target sequence (Q9XUB2 whole entry, looked up): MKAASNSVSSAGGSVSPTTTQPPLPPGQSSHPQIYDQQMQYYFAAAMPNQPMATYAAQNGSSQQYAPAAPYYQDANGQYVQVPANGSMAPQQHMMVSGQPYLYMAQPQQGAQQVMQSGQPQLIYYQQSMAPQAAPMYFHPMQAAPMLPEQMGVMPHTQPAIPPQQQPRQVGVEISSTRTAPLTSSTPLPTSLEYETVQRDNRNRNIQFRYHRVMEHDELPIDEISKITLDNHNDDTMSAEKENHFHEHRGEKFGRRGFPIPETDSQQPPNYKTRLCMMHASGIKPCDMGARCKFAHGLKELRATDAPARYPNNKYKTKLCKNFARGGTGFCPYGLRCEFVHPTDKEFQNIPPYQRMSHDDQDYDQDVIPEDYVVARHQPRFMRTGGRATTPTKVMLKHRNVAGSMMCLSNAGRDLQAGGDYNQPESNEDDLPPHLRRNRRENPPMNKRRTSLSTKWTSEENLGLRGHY
GLD-1 RNA inh: GLD-1/TGE RNA complex disruptors, primary screen, biochemical, fluorescence polarization | purified GLD-1 + fluorescein TGE RNA | 0.44% of 320,000 active | inhibition, % at 5.96 µM | AID 2280, 2010;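 active means percent inhibition above a per-plate cutoff, the plate mean of test compounds plus 3 SD, cut at about 30% in these data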;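 further: 0% = DMSO wells with GLD-1 and probe and 100% = wells lacking GLD-1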
MCL1 BIM primary: inhibitors of MCL1 binding to BIM-BH3, primary screen, biochemical, fluorescence polarization | AID 2057, 2009 | inhibition, % at 10.9 µM | GST-MCL1 / FITC-Bim-BH3 fluorescence polarization | 0.68% of 320,000 active;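 active means inhibition above the mean inhibition of all tested compounds plus 3 SD, set per campaign, cut at about 40% in these data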;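 further: 0% = DMSO wells and 100% = unlabeled Bim-BH3 peptide control; higher means more loss of mP so more displacement of Bim peptide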
Target sequence (Q07820 whole entry, looked up): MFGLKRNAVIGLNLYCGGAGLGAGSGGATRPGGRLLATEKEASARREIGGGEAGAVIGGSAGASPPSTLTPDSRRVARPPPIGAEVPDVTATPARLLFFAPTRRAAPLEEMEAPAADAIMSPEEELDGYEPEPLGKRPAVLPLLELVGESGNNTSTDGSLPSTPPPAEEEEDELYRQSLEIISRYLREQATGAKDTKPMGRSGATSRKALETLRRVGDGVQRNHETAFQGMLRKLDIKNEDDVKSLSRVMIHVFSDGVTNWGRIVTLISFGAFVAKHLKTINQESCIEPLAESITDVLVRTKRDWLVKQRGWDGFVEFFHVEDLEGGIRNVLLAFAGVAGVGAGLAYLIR
EBNA-1 inh: EBNA-1 DNA-binding inhibitors, primary screen, biochemical, fluorescence polarization; inhibition, % at 14.8 µM; 0.34% of 300,000 active; in the data active means inhibition above about 28%
BCLXL inh: inhibitors of human Bcl-xL, primary screen, biochemical, fluorescence polarization, HTS | GST-Bcl-xL / FITC-Bim BH3 peptide fluorescence polarization | inhibition, % at 10.9 µM | 0.7% of 320,000 active;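 active means inhibition above the mean of all tested compounds plus 3 SD, cutoff set per campaign, cut at about 30% in these data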;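 further: 0% = DMSO wells and 100% = unlabeled Bim-BH3 peptide competitor; inhibitors lower millipolarization by displacing the labeled peptide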
Target sequence (Q07817 whole entry, looked up): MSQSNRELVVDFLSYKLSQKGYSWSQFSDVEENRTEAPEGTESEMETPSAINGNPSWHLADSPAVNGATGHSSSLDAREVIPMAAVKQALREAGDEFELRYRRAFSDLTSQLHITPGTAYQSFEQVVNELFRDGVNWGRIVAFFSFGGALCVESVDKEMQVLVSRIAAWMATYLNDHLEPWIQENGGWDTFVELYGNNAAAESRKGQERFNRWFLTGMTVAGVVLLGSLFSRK
Fam108B counter: mouse Fam108B serine hydrolase inhibitors, primary screen, counter-screen for RBBP9 inhibitor project, biochemical, fluorescence polarization. recombinant Fam108B, FP-Rh probe fluorescence polarization. inhibition, % at 9.51 µM. 0.33% of 300,000 active;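 active means inhibition above the screen mean inhibition plus 3 SD, computed separately per campaign, cut at about 18% in these data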;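 further: inhibitors lower polarization as less probe binds the enzyme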
* = called active by the depositor; x = not tested or not shown.

Structure	ZTA DNA inh	Efflux pump inh	CR mimetic SO	MEX-5 binding	GLD-1 RNA inh	MCL1 BIM primary	EBNA-1 inh	BCLXL inh	Fam108B counter
CCCCN(CCCC)CCNC(=O)c1ccc2nc(-c3ccccc3NC(C)=O)c(=O)[nH]c2c1	2.4	-0.1	77.9	1.9	5.9	1.2	1.5	-1.7	0.4
Nc1nc(SCc2ccccc2)ns1	7.5	0.2	104.0	-3.3	9.2	0.3	-12.1	6.1	1.3
Cc1ccc(NC(=O)c2nc[nH]c2C(=O)N2CCN(c3ccccc3)CC2)cc1	3.3	0.1	106.2	5.1	-6.5	5.7	2.6	3.1	2.7
COc1ccc(CCN2CC(C(=O)N3CCCCCC3)CCC2=O)cc1 (stereo not given)	11.7	0.1	110.5	1.3	7.8	8.8	8.0	4.9	4.7
Cc1ccc2[nH]c(=O)c(CN(C(=O)c3cccc([N+](=O)[O-])c3)C(C)(C)C)cc2c1	6.8	0.4	81.7	0.0	6.3	4.3	-8.1	4.5	-2.9
CCOC(=O)c1c(C)[nH]c(C)c1S(=O)(=O)N(C)CC(=O)N(C)Cc1ccccc1	-12.2	-0.2	89.2	0.9	-2.2	-1.5	-1.8	4.1	1.3
CCCc1cc(C(=O)N2CCCC(N3CCN(c4ccccc4F)CC3)C2)n(C)n1 (stereo not given)	-7.5	-0.1	101.1	1.4	-3.3	10.0	7.5	5.2	1.2
COc1ccc(NC(=O)COc2cc(O)c3c(c2)OC(C)(C)CC3=O)cc1	10.9	-0.1	97.6	0.2	1.7	6.2	8.2	3.6	2.0
Cc1cc(Oc2ccc(=O)n(C)n2)nc(SCCOc2ccccc2)n1	-4.8	0.0	14.6*	1.9	5.1	4.8	-3.2	5.0	3.4
CCCNS(=O)(=O)c1ccc(CCC(=O)NCc2ccc3c(c2)OCO3)cc1	1.7	0.0	100.7	-35.6*	-2.9	-1.8	7.6	0.0	1.0
COc1ccc(C(=O)OC(C(=O)c2ccc(C)cc2)c2ccccc2)cc1 (stereo not given)	1.6	-0.2	105.0	-0.9	5.2	7.8	1.4	4.0	-5.9
CCOc1ccc(Cn2c(O)cc(=O)[nH]c2=O)cc1	11.6	0.1	97.1	6.8	-40.0	-48.5	-5.1	-51.0	-0.8
C=CCOC(=O)C1=C(C)NC(SCC(=O)N(CC)CC)=C(C#N)C1c1ccccc1 (stereo not given)	-5.2	-0.2	93.5	0.8	-3.2	-3.6	6.1	-0.9	4.3
COc1cccc(NC(=O)COC(=O)CCC(=O)c2cccs2)c1	11.4	0.0	100.2	x	-3.3	-0.6	x	-1.4	x
Cc1cc(N)ccc1NC(=O)c1ccccc1	-1.7	0.0	101.2	3.0	1.2	5.0	-5.5	6.2	-1.9
Cc1c(Br)c([N+](=O)[O-])nn1CC(=O)Nc1nccs1	4.6	0.4	124.6	1.0	7.0	3.8	-15.5	0.6	-2.4
Cc1cccc(NC2=NC3(CCCCC3)N=C(N)N2)c1	9.6	-0.1	100.3	x	8.0	6.8	0.6	3.3	0.3
O=C(CCCCCn1c(=S)[nH]c2cc3c(cc2c1=O)OCO3)N1CCN(C2CCCCC2)CC1	-12.6	0.1	96.6	2.4	-7.6	-3.1	18.8	0.7	4.0
CC(C)OC(=O)CSc1nc2ncc(Cl)cc2[nH]1	13.9	0.0	106.3	0.2	-0.7	0.1	1.3	0.4	0.7
Nc1c(-c2ccsc2)cnc2ncnn12	9.9	0.0	105.0	-1.9	9.1	4.1	8.1	2.3	0.6
COCCCNC(=O)CN1C(=O)c2ccccc2C1=O	-3.8	0.0	79.2	2.0	-3.6	10.5	-2.9	6.2	-3.0
O=C(Nc1ccccc1)Nc1nccs1	6.7	-0.1	98.1	0.9	-2.6	1.3	-0.4	2.4	-1.6
O=C(COc1ccc(S(=O)(=O)N2CCOCC2)cc1)NCc1ccco1	-18.8	-0.1	87.8	-0.3	5.0	5.0	-0.7	1.6	0.0
COc1ccccc1CC(=O)NC1CC1	0.5	-0.1	87.5	-1.1	-4.4	8.3	-0.2	2.6	3.1
CCOc1ccc(S(=O)(=O)N2CCCC(C(=O)N3CCC(C(N)=O)CC3)C2)cc1Cl (stereo not given)	13.5	0.5	92.5	1.4	-5.1	0.8	-14.5	1.8	-1.8
C/C(=N\N=C(/C)c1cccc(N)c1)c1cccc(N)c1	3.3	-0.1	98.1	-1.5	1.6	0.2	5.6	5.8	-0.9
CCOC(=O)c1sc(/N=C/c2c(C)[nH]n(-c3ccccc3)c2=O)c(C#N)c1C	-3.0	-0.4	75.8	0.8	-2.0	-40.2	11.0	-28.6	1.9
CCc1c(C)nc2ncnn2c1N1CCCC(C(=O)NCc2ccc3c(c2)OCO3)C1 (stereo not given)	0.1	0.0	94.6	-1.1	-1.1	3.9	-1.5	1.7	2.3
CC(C)CN(C(=O)CSc1nnc(-c2cccs2)n1N)c1c(N)n(Cc2ccccc2)c(=O)[nH]c1=O	6.6	0.0	101.6	0.0	-4.2	-20.4	-7.1	-24.1	4.3
OCC[C@H]1C[C@@H](O)[C@H](O)[C@@]2(Cc3ccccc3CCO2)O1	-4.2	-0.1	96.8	x	-0.4	8.2	0.5	0.2	-3.3
CC(=O)Nc1ccccc1OCC(=O)NCC(F)(F)F	2.4	0.6*	107.3	2.7	-4.7	-1.6	-7.5	1.0	0.5
Cc1ccc(NC(=O)Cc2ccc(Cl)cc2)cc1S(=O)(=O)N1CCCCCC1	5.1	0.1	120.7	x	5.2	-19.6	x	-6.8	x
Cc1cccc(OCC(=O)N2CCN(C(=O)c3cccs3)CC2)c1	-8.5	0.1	94.8	1.0	3.0	0.9	1.0	3.1	-2.6
CCn1c(NC(=O)C(C)C)c(-c2ccccc2)c(=O)c2ccccc21	1.6	0.0	88.1	x	-3.4	-0.5	4.3	0.5	-0.9
O=C1CC(C(=O)Nc2ccc(Cl)cc2)S/C(=N\N=C\c2ccco2)N1 (stereo not given)	8.5	-0.1	108.3	1.1	9.9	5.2	11.4	-0.9	-2.6
CC(C)CN(CC(C)C)C(=O)c1cccc(S(=O)(=O)N2CCc3ccccc32)c1	4.2	0.0	99.1	0.9	6.0	-1.9	6.6	-2.5	2.3
COc1ccc(CC2(CO)CCN(S(=O)(=O)c3c(C)nn(C)c3C)CC2)cc1	-13.6	0.0	114.8	-2.0	0.1	-1.1	-14.1	7.0	-5.0
C(#Cc1ccc(C#CCN2CCOCC2)cc1)CN1CCOCC1	-3.5	0.0	92.3	0.2	0.2	0.7	-3.1	-1.6	1.3
Cc1nnsc1C(=O)NC1CCCc2c1cnn2-c1ccccc1F (stereo not given)	17.7	-1.9	96.3	-1.7	-3.6	6.0	-2.7	4.2	2.6
CCN1C(=O)[C@@H]2C(C(=O)c3cnccn3)=NN[C@@H]2C1=O	6.8	0.1	101.1	-6.7	16.9	26.9	-6.3	24.0	3.2
Cc1ccc(S(=O)(=O)N(c2ccccc2)C2CCS(=O)(=O)C2)cc1 (stereo not given)	-0.2	-0.2	89.4	1.2	-9.8	6.3	3.2	2.7	-1.5
Cn1cnc([N+](=O)[O-])c1Oc1ccccc1	-7.0	0.4	66.8	0.9	4.2	2.2	-2.9	11.6	3.4
CCCCNC(=S)NNC(=O)c1cccnc1	-14.3	0.0	107.0	-2.8	-18.1	-11.7	-0.8	-3.0	-3.5
O=C1C(Cl)=C(NCc2cccnc2)C(=O)c2ccccc21	5.1	0.2	148.0	-2.6	0.2	6.6	-14.6	8.2	8.6
COCCNC(=O)c1cnn2c(C(F)(F)F)cc(-c3ccc(C)cc3)nc12	-5.3	0.0	100.6	1.9	5.9	0.7	0.5	4.9	3.0
CC(C)C(=O)Nc1ccc(C(=O)NN2C(=O)c3ccccc3C2=O)cc1	1.2	-0.9	92.5	-0.2	3.1	9.1	-5.4	3.1	8.2
CCOC(=O)CCCNS(=O)(=O)c1c(C)ccc2nsnc12	12.2	0.0	97.6	-0.7	7.3	-1.3	17.5	4.3	5.6
COc1ccccc1C(=O)N/N=C/c1c[nH]c2ccccc12	9.4	0.1	98.0	-18.1	5.2	3.9	10.7	6.0	-1.7
CCOc1cc(/C=N/O)ccc1OCc1ccc(C)cc1	8.9	0.1	94.1	0.9	2.0	6.4	5.3	5.0	1.2
COc1ccc(S(=O)(=O)N(CC(=O)N2CCCC2)Cc2ccccc2)cc1	-2.2	0.0	111.7	-4.8	2.6	-3.2	-1.1	2.7	2.1
COc1cccc(OCC(=O)N(Cc2nc(-c3ccc(Cl)cc3)no2)C(C)C)c1	-5.6	0.2	100.6	-0.6	5.0	10.2	6.7	5.6	-1.1
O=C(N/N=C/c1ccccn1)c1cc(-c2ccc(Cl)cc2)nc2ccccc12	1.2	0.4	99.5	-3.7	-4.1	-13.5	10.6	-6.1	-10.1
COc1ccc(CC(=O)Nc2nc(-c3cccc([N+](=O)[O-])c3)cs2)cc1	3.6	-0.2	104.8	1.9	-0.4	4.0	-2.6	4.8	-6.8
COc1ccccc1C(CNC(=O)c1ccc(NS(=O)(=O)c2ccc(F)c(C)c2)cc1)N1CCCC1 (stereo not given)	-7.0	0.0	112.0	-1.5	-3.0	1.6	-8.2	3.0	-1.0
O=S(=O)(NCc1ccco1)c1cccc(S(=O)(=O)N2CCOCC2)c1	1.7	-0.1	89.9	-1.9	1.4	5.1	0.5	7.3	-1.8
COc1ccc(OC)c(/C=C/c2c([N+](=O)[O-])c(=O)n(C)c(=O)n2C)c1	-9.8	-0.1	102.6	-0.3	-3.1	7.9	7.9	10.7	3.8

(cont.)
Structure	ZTA DNA inh	Efflux pump inh	CR mimetic SO	MEX-5 binding	GLD-1 RNA inh	MCL1 BIM primary	EBNA-1 inh	BCLXL inh	Fam108B counter
CCOC(=O)C1=C(c2ccccc2)NC(N)=NC1c1ccc(OCc2ccc(Cl)cc2)c(OC)c1 (stereo not given)	7.5	0.0	106.3	3.7	-1.1	1.6	-11.1	1.2	4.2
CCC(C)N(CC(=O)NCc1ccc(OC)cc1)C(=O)c1csnn1 (stereo not given)	-10.0	-0.3	95.3	1.3	-2.7	9.4	2.0	5.8	1.5
COc1cc2cc(C(c3nnnn3C3CCCC3)N3CCc4ccccc43)c(=O)[nH]c2cc1OC (stereo not given)	8.2	0.1	106.3	-4.4	4.1	2.6	3.2	2.3	-0.9
Cc1cc(C(=O)COC(=O)C(C)NC(N)=O)c(C)n1Cc1ccco1 (stereo not given)	-18.3	0.7	111.3	1.1	4.3	-2.6	-3.8	5.3	2.1

Reprinted at random: three entries already listed.
Structure	ZTA DNA inh	Efflux pump inh	CR mimetic SO	MEX-5 binding	GLD-1 RNA inh	MCL1 BIM primary	EBNA-1 inh	BCLXL inh	Fam108B counter
COc1cc2cc(C(c3nnnn3C3CCCC3)N3CCc4ccccc43)c(=O)[nH]c2cc1OC (stereo not given)	8.2	0.1	106.3	-4.4	4.1	2.6	3.2	2.3	-0.9
Cc1cc(C(=O)COC(=O)C(C)NC(N)=O)c(C)n1Cc1ccco1 (stereo not given)	-18.3	0.7	111.3	1.1	4.3	-2.6	-3.8	5.3	2.1
CCOC(=O)C1=C(c2ccccc2)NC(N)=NC1c1ccc(OCc2ccc(Cl)cc2)c(OC)c1 (stereo not given)	7.5	0.0	106.3	3.7	-1.1	1.6	-11.1	1.2	4.2
